AID2073 – inhibitors of Mint1-CaV2.2 protein interaction, biochemical, HTRF (AID 2073). HTRF protein-protein interaction, Mint1-CaV2.2; higher % means a stronger effect. one-dose inhibition, % at 20 µM; IC50 in µM for titrated hits. 0.19% of 290,000 active; in the data active = inhibition mostly above about 51%, no sharp cut-off; inconclusive = no clear call, values can overlap the other calls; inactive = mostly below about 53%; also: some results filed as inactive read as strong as hits
LYP phosphatase – inhibitors of LYP phosphatase, biochemical, fluorescence intensity, uHTS (AID 1779); recombinant LYP phosphatase, fluorescence intensity; higher % means a stronger effect; inhibition, % at 11.5 µM; hits with a dose series show IC50 in µM; 0.054% of 290,000 active; in the data active = inhibition above about 50%;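 also: plate controls were vehicle with enzyme for no effect and no enzyme for full effect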
NTR1 agonist – NTR1-driven beta-arrestin-GFP spot formation – imaging, U2OS cells, high content, primary screen (AID 493036); P30989; agonist mode; activation, % at 20 µM; 0.17% of 330,000 active;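 active = activation at or above 40% of the spot to cytoplasm intensity ratio, with at least 20 cells analyzed; inconclusive = wells under 20 cells, flagged as cytotoxic or low count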;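 also: 0% = DMSO without peptide and 100% = 100 nM NTR1 peptide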
Target sequence (P30989 whole entry, looked up): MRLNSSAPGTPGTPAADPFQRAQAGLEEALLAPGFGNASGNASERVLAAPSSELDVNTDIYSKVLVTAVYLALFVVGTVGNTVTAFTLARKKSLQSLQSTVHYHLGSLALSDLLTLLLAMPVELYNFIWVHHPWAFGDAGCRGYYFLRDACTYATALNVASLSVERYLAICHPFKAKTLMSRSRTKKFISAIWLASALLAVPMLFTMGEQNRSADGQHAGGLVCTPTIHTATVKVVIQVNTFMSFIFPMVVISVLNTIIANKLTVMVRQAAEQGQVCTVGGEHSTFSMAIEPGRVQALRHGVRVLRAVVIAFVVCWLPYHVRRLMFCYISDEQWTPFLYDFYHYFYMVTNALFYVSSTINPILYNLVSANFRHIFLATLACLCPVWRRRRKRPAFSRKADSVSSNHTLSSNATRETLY
WT yeast gro inh – growth inhibition of WT yeast, mitochondrial fusion screen | mitochondrial fusion phenotypic screen, WT strain | inhibition, % at 10 µM | 2.1% of 190,000 active | AID 1362; in the data active = inhibition above about 58%; tested in S. cerevisiae
Dengue-2 NS5 capping – flavivirus cap methylation enzyme inhibition – biochemical, confirmation dose response, primary screen (AID 588689) | Dengue-2 NS5 methyltransferase capping enzyme assay, biochemical; higher % means a stronger effect | 0.3% of 340,000 active | inhibition, % at 25 µM, or IC50 in µM where a hit was titrated; in the data active = a potency from the dose series; inconclusive = inhibition above about 29% without an active follow-up result
Autophagy HCS – modulators of autophagy. 0.98% of 190,000 active. MEF GFP-LC3 puncta imaging; test concentration mostly 10 µM. calls only at 10 µM (by protocol);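 active = percentage of spot-positive cells more than 3 SD above its plate mean, without a fluorescence outlier flag or 80% toxicity; inconclusive = no clear call, values can overlap the other calls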;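 also: spot-positive cell cutoff set from DMSO-treated cells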
UTI89 phage lysis – protection from phage-mediated lysis, alamar blue read-out – E. coli UTI89, K1F phage, bacterial capsule biogenesis inhibitors (AID 488966); E. coli UTI89 K1F phage lysis, alamar blue, 2 h; higher % means a stronger effect; one-dose inhibition, % at 100 µM; IC50 in µM for titrated hits; 0.02% of 340,000 active;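 active = phage lysis inhibition, versus mean bacterial control, above a set limit; inconclusive = no clear call, values can overlap the other calls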;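 also: capsule biogenesis inhibitors block K1F phage lysis so surviving cells raise fluorescence; higher fluorescence means more inhibition of phage lysis; actives were called in the ten point dose series up to 300 µM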
GPR35 arrestin U2OS – inhibition of zaprinast-stimulated GPR35 beta-arrestin translocation – imaging, U2OS, beta-arrestin-GFP, zaprinast agonist, primary screen (AID 2058). U2OS GPR35 beta-arrestin-GFP translocation imaging, zaprinast antagonism; higher % means a stronger effect. inhibition, % at 10 µM, or IC50 in µM where a hit was titrated. 0.052% of 290,000 active;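 active = inhibition of at least 50% with at least 30 cells and total cytoplasm GFP at most 10,000,000; inconclusive = under 30 cells or total GFP of 10,000,000 plus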
RSV CPE inhibition – inhibition of RSV-induced cytopathic effect – HEp-2 cells, primary 10 µM value included (AID 2391) | HEp-2 cells, RSV-induced CPE inhibition; higher % means a stronger effect | one-dose CPE inhibition, % at 10 µM; IC50 in µM for titrated hits | 0.13% of 310,000 active; in the data active = a potency from the dose series; inconclusive = CPE inhibition mostly from about 23% at the one dose, without a potency; inactive = the rest, 99 in 100 with CPE inhibition below about 21%; also: strong numbers were not always called active
WT yeast gro inh mutant strain – recorded beside WT yeast gro inh, whose call it bears; inhibition, %; mitochondrial fusion phenotypic screen, mutant strain inhibition
Autophagy HCS cell loss 18 h – second read-out of Autophagy HCS, no call of its own (marks repeat the call); toxicity, %; measured here: cell loss, nuclei count;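 cell loss after 18 h compound exposure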
NTR1 agonist cell count 20 µM – also measured in NTR1 agonist; calls as there; cell count; measured here: cell count, cytotoxicity flag
Dengue-2 NS5 capping pilot replicate – recorded beside Dengue-2 NS5 capping, whose call it bears; inhibition, %; measured here: pilot screen replicate inhibition
Numbers without * were called inactive; i = inactive; ? = inconclusive; nt = no result given; + = active, no number; [ ] = remark or other dose. Hits appear at their usual frequency; 2.6% or so of the library scored in one or more.

SMILES	AID2073	LYP phosphatase	NTR1 agonist	NTR1 agonist cell count 20 µM	WT yeast gro inh	WT yeast gro inh mutant strain	Dengue-2 NS5 capping	Autophagy HCS	Autophagy HCS cell loss 18 h	UTI89 phage lysis	GPR35 arrestin U2OS	RSV CPE inhibition	others
COc1ccc(NC(=O)C2Cc3ccccc3C(=O)O2)cc1 (stereo not given)	6%	-10%	-2.1	54	17	9	-2%	nt	nt	0.2%	-10%	4.9%
CCOc1ccc2nc(N3CCC(C(=O)N4CCN(C(=O)c5ccco5)CC4)CC3)sc2c1	8%	-3%	1.1	51	13	-1	-1%	i	-6	8.6%	-16%	-1.2%
CC(=O)c1ccc(NC(=O)c2ccc(C)c(S(=O)(=O)N3CCOCC3)c2)cc1	6%	2%	1.7	41	nt	nt	-6%	nt	nt	1.0%	-8%	14%
O=C(O)COCC(=O)Nc1ccccc1-c1ccccc1	7%	-6%	0.0	87	0	-2	-3%	i	-35	-0.6%	27%	3.3%
COC(=O)c1ccsc1NC(=O)CCS(=O)(=O)c1ccc(Cl)cc1	nt	nt	-0.2	53	nt	nt	3%	nt	nt	1.0%[50 µM]	nt	2.1%
O=C1C=C(NCc2ccccc2)CCC1	-4%	-5%	1.4	67	-18	0	1%	i	1	0.2%	-5%	0.7%
O=S(=O)(c1ccccc1)c1ccccc1/C=N\O	4%	-5%	0.3	46	3	-3	-14%	i	-14	0.3%	16%	0.9%
O=C(NCC1CCCO1)c1ccc(CNS(=O)(=O)c2cccc(Cl)c2)cc1 (stereo not given)	-9%	6%	0.1	35	3	6	7%	i	21	0.7%	-6%	3.4%
CC(=O)c1oc2ccccc2c1N	1%	-4%	1.5	87	3	1	3%	i	2	0.4%	22%	0.0%	Dengue-2 NS5 capping pilot replicate=-0.3
Fc1ccc(/C=N/Nc2nnnn2-c2ccccc2)cc1	0%	3%	0.0	30	-19	-13	nt	i	16	-0.2%	5%	0.8%
CCn1c(SC)nnc1-c1nnc(SC)n1CC	14%	-9%	0.0	53	-4	16	-1%	i	-14	6.1%	7%	3.3%
COc1cc(NC(=O)CSc2nnc(NC(C)C)s2)cc(OC)c1OC	-6%	-3%	-0.5	28	-1	3	-8%	i	26	0.4%	-5%	0.8%
C[C@@H]1Cc2c(O)c(O)cc(O)c2C(=O)O1	15%	-5%	-1.1	100	nt	nt	17%	nt	nt	4.8%	-10%	3.4%
CC(C)OC(=O)CSc1nnc2c(n1)[nH]c1ccc(F)cc12	12%	3%	2.9	72	-4	15	5%	i	17	0.8%	2%	?
CCOP(=O)(OCC)C(NC(=O)/C=C/c1ccc(OC)cc1)c1ccccc1 (stereo not given)	-10%	-5%	0.3	31	2	9	-12%	i	11	-0.3%	-2%	0.4%
COc1ccc(CN2CN=C(Nc3nc4ccccc4s3)NC2)cc1	7%	-8%	0.9	83	11	-14	-2%	i	4	5.5%	17%	1.6%
O=C(c1ccc(C#Cc2ccccc2)o1)N1CCN(c2ccccn2)CC1	17%	3%	7.9	48	69*	32*	4%	i	-9	0.1%	8%	19%
CCn1cc([N+](=O)[O-])c(C(=O)N2N=C(c3cccc4ccccc34)CC2c2ccccc2O)n1 (stereo not given)	-3%	2%	11	63	-5	-6	0%	i	-2	-1.1%	-13%	-1.8%
O=C(Cc1ccccc1)Nc1ccc(C(=O)NCC2COc3ccccc3O2)cc1 (stereo not given)	-7%	-7%	0.4	43	-16	9	2%	i	2	0.5%[50 µM]	-2%	14%
O=C1CC(Sc2nnc(-c3ccccc3O)o2)C(=O)N1c1ccccc1 (stereo not given)	46%	0%	-0.1	37	6	22	-3%	i	15	-9.6%	10%	0.1%
Fc1cccc(CSc2nnc3ccc(-c4ccncc4)nn23)c1	6%	-6%	1.7	74	-2	10	-3%	i	11	0.1%	-1%	0.1%
N=C1C(c2nc(-c3ccc(F)cc3)cs2)=C(O)CN1Cc1ccc(Cl)cc1	1%	1%	1.2	78	5	16	6%	i	-8	-0.3%	-18%	-0.3%
CCC(C(=O)NC1CCCCC1)N(C(=O)c1snc(C(N)=O)c1N)c1ccc(OC)cc1OC (stereo not given)	22%	-4%	4.0	37	nt	nt	3%	nt	nt	-0.3%	7%	2.4%
Cc1ccc(-c2nnc(SCC(=O)Nc3ccc4c(c3)oc3ccccc34)n2C)c(Cl)c1	-6%	-5%	15	69	-34	-28	0%	i	5	-0.1%	-2%	1.7%

Not a retest: 2 of the compounds above.
SMILES	AID2073	LYP phosphatase	NTR1 agonist	NTR1 agonist cell count 20 µM	WT yeast gro inh	WT yeast gro inh mutant strain	Dengue-2 NS5 capping	Autophagy HCS	Autophagy HCS cell loss 18 h	UTI89 phage lysis	GPR35 arrestin U2OS	RSV CPE inhibition	others
CC(C)OC(=O)CSc1nnc2c(n1)[nH]c1ccc(F)cc12	12%	3%	2.9	72	-4	15	5%	i	17	0.8%	2%	?
CCOP(=O)(OCC)C(NC(=O)/C=C/c1ccc(OC)cc1)c1ccccc1 (stereo not given)	-10%	-5%	0.3	31	2	9	-12%	i	11	-0.3%	-2%	0.4%

More structures
SMILES	AID2073	LYP phosphatase	NTR1 agonist	NTR1 agonist cell count 20 µM	WT yeast gro inh	WT yeast gro inh mutant strain	Dengue-2 NS5 capping	Autophagy HCS	Autophagy HCS cell loss 18 h	UTI89 phage lysis	GPR35 arrestin U2OS	RSV CPE inhibition	others
Cc1cccc(C(=O)N[C@H](C(=O)Nc2nccs2)C(C)C)c1	-2%	-3%	-0.9	62	-11	-3	0%	i	20	2.4%	-3%	1.4%
CCOC(=O)C1C(=O)Nc2nc3ccccc3n2C1C(C)C (stereo not given)	0%	-7%	-0.4	92	-14	-32	-5%	i	2	0.0%	13%	0.3%
CC(=O)N1CCc2c(sc(NC(=O)CCS(=O)(=O)c3ccc(C)cc3)c2C#N)C1	nt	nt	0.2	63	nt	nt	-8%	nt	nt	0.4%[50 µM]	nt	-1.9%
Cn1c(CNC(=O)CNC(=O)Cc2ccc(F)cc2)cc(=O)n(C)c1=O	14%	-9%	-1.1	63	nt	nt	-7%	nt	nt	0.5%	-14%	3.2%
Cc1ccc(C)c(N2C(=N)S/C(=C\c3ccc(-c4ccccc4C(=O)O)o3)C2=O)c1	21%	4%	nt	nt	-18	-8	-13%	i	34	-1.8%	-2%	0.9%
CC(=O)Nc1cc(Cl)c(N=Cc2ccc(O)cc2O)cc1Cl	?	-2%	3.3	90	1	7	19%	i	-10	-0.1%	4%	3.2%
COc1ccc(/C=N/n2cnc3scc(-c4cccs4)c3c2=O)cc1OC	0%	2%	6.7	42	-42	-54	-2%	i	-2	-1.3%	-18%	0.8%
CCCC(=O)Nc1nc(C)c(-c2csc(Nc3ccccc3C)n2)s1	-1%	-3%	2.2	68	21	0	-5%	i	-28	2.9%	10%	2.5%
CC1=C(O)C(=O)OC1c1c(Cl)cccc1Cl (stereo not given)	-7%	-3%	-1.7	51	nt	nt	-2%	nt	nt	1.3%	-14%	1.2%
O=C(Nc1cccc(O)c1)c1cccc(S(=O)(=O)N2CCCC2)c1	3%	-8%	-1.0	64	-7	18	0%	i	-6	0.1%	2%	3.2%
CCN(C(=O)CSc1nc2nc(C)cc(C)n2n1)c1cccc(C)c1	-7%	-7%	1.3	69	22	17	-8%	i	-6	6.8%	8%	0.7%
c1coc(-c2nc3nc4ccccc4nc3n2-c2ccc3c(c2)OCCO3)c1	5%	-5%	nt	nt	10	3	-7%	i	-9	3.7%	-6%	nt
O=C(CC1CC2CCC1C2)N1CCN(S(=O)(=O)c2ccccc2[N+](=O)[O-])CC1 (stereo not given)	nt	nt	2.1	79	nt	nt	-6%	nt	nt	0.5%[50 µM]	nt	0.1%
O=C(CCC(=O)N1CCOc2ccccc21)N1CCOCC1	15%	-4%	1.6	92	nt	nt	-3%	nt	nt	-0.2%	-5%	1.1%
Cc1cc(F)ccc1S(=O)(=O)Nc1c(C)n(C)n(-c2ccccc2)c1=O	0%	-9%	3.2	49	11	1	-5%	i	7	-0.1%	10%	0.4%
CC(C)n1c(/N=C/c2ccccc2O)nc2ccccc21	8%	-7%	-0.1	55	nt	nt	2%	nt	nt	0.2%	7%	1.8%
CCn1c(CC(=O)Nc2ccccc2F)nnc1SCC(=O)Nc1nncs1	5%	-10%	-2.1	64	nt	nt	1%	nt	nt	0.2%	4%	1.5%
O=C(Nc1ccc2c(c1)Cc1ccccc1-2)c1ccccc1F	nt	nt	-0.2	47	nt	nt	7%	nt	nt	0.6%	nt	1.7%
O=S(=O)(c1ccc(Br)cc1)N1CCN(c2ccc3nnc(-c4ccccc4)n3n2)CC1	4%	4%	21	67	12	2	-2%	i	13	-0.9%	5%	26%
COc1cccc(-c2nn(-c3ccc(C)cc3)cc2C(=O)N2CCN(C3CCS(=O)(=O)C3)CC2)c1 (stereo not given)	nt	nt	0.1	45	nt	nt	4%	nt	nt	0.6%[50 µM]	nt	-0.3%
Cc1ccc(C#CC[N+]2(CC#Cc3ccc(C)cc3)CCCCC2)cc1	4%	1%	0.0	79	20	21	5%	i	12	0.5%	13%	9.6%
CCOC(=O)c1cc(-c2ccccc2)n(CC(=O)Nc2ccc(OC)c(OC)c2)c1C	13%	2%	-1.3	62	7	-4	-1%	i	6	2.1%	-27%	2.1%
O=S(=O)(c1ccccc1)N1CCN(C(c2ccccc2)c2ccc(OC(F)(F)F)cc2)CC1 (stereo not given)	26%	1%	0.8	90	nt	nt	-10%	nt	nt	0.5%	1%	12%
CCOC(=O)/C(C#N)=C\N(C)C	0%	-7%	-1.7	89	7	2	-9%	i	36	0.2%	-12%	0.6%
Cc1nn2c(N3CCOCC3)c3c(nc2c1-c1ccccc1)CCCC3	7%	6%	5.6	72	42	54	-3%	i	6	-0.2%	-10%	10%
O=C(NCCCn1ccnc1)c1ccc(Br)cc1	7%	-10%	0.2	48	nt	nt	0%	nt	nt	0.5%[50 µM]	8%	0.7%
O=S1(=O)CCO[C@H]2Cc3ccccc3[C@H]2N1Cc1cccc(C(F)(F)F)c1	2%	-1%	7.8	85	nt	nt	-6%	nt	nt	0.3%	0%	1.0%
c1ccc2c(OCCCN3CCCCCC3)cccc2c1	7%	-2%	-0.9	59	nt	nt	-1%	nt	nt	0.3%	-2%	-0.7%	Dengue-2 NS5 capping pilot replicate=-0.3
Cc1cc(N/N=C/c2ccc([N+](=O)[O-])o2)nc2ccccc12	6%	1%	1.7	52	2	-8	-28%	+	-3.1*	1.8%	-6%	-0.3%
CCNc1c(NS(=O)(=O)c2ccc(Br)s2)c(=O)oc2ccccc12	-2%	-4%	-0.9	47	nt	nt	-8%	nt	nt	-0.1%	-1%	1.4%
O=C(CSc1nc2ccccc2c(=O)n1-c1cccc(C(F)(F)F)c1)NC1CC1	-8%	-1%	-2.4	71	-14	-19	3%	i	-2	-1.3%	10%	1.1%
CN1CCN(S(=O)(=O)c2cccc(C(=O)Oc3ccc(Br)cc3F)c2)CC1	-3%	-10%	0.4	61	nt	nt	-11%	nt	nt	-0.3%[50 µM]	5%	1.4%
